# PI4K2A inh = PI4K2A (human) kinase inhibition | activity change, negative = inhibition, % at 76.9 µM | AID 1346378 | purified PI4K2A, ADP-Glo luminescence, 1 h; active compounds read low | 420,000 compounds, 0.13% hits | Q9BTU6; in the data active = activity change below about -50%; inconclusive = mostly about -30% to -49%;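 note: -100% = wells without enzyme as full effect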
#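 ADP-Glo luminescence measured ADP generated by PI4K2A enzyme (4 ug/mL before mixing) with 1.2 mM PI substrate (pre-mix) and 300 microM ATP (pre-mix). Tris pH7.5 buffer with MgCl2, Triton X-100; 1 h reaction at ambient temperature.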
# BAZ2B block = blocks human BAZ2B. 360,000 compounds, 4.4% hits. AlphaScreen BAZ2B-H3K14Ac peptide displacement. Potency, µM (top dose mostly 114 µM), without a hit: at the highest dose activity change, negative = inhibition, most hits filed as inhibitors; note: potency is the fitted concentration of half-maximal effect; % is set by controls: 0 for no effect and ±100 for the full control effect; nearly all actives have a fitted effect of over 60% in size
#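 Multi-concentration screen (max 110 uM) measuring displacement of acetylated histone H3 peptide from BAZ2B by AlphaScreen, using 50 nM protein, 50 nM peptide and 10 ug/mL streptavidin donor plus Ni-chelate acceptor beads.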
# Tb PGK inh = T. brucei PGK inhibition. P07378. PGK/GAPDH coupled, Kinase-Glo luminescence, 60 min. Potency, µM (doses to about 57.5 µM), for the others: at the top dose activity change, negative = inhibition, hits mostly inhibitors. 380,000 compounds, 0.043% hits. AID 602233; note: potency is the fitted concentration of half-maximal effect; % is set by controls: 0 for no effect and ±100 for the full control effect; nearly all actives have a fitted effect of over 60% in size
#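 Luminescent ATP detection (Kinase-Glo Plus) follows a 60-minute room-temperature incubation, with wells lacking PGK as controls. Buffer: 100 mM TEA (pH 7.6), 5 mM MgCl2, 0.01% Tween-20. Coupling enzyme GAPDH (100 nM final) supplies unstable 1,3-BPG in-well.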
# POLH inh = blocks human DNA polymerase eta activity; AID 588591; Q9Y253; Potency, µM (series often up to 114 µM), inactives show at the highest dose activity change, negative = inhibition, hits mostly inhibitors; recombinant Pol eta, fluorescent DNA replication assay; 390,000 compounds, 1.2% hits; note: potency is the fitted concentration of half-maximal effect; % is set by controls: 0 for no effect and ±100 for the full control effect
#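 Pol eta (10 nM) was preincubated with compounds for 15 min at room temperature, after which fluorescent replication substrate (50 nM final) was added to start the reaction. Fluorescence was read kinetically at 0 and 10 min.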
# Pin1 inhibitor = human Pin1 inhibition. AID 504891. Q13526. Pin1 FP peptide displacement, HiFluor488, 10 min. 390,000 compounds, 0.009% hits. Potency, µM (highest dose often 115 µM), for inactives: at the highest dose activity, negative = inhibition, hits mostly inhibitors; active = well fitted inhibition curve with a large enough effect in the polarisation, with a control signal flat, not every such curve was filed as active; inconclusive = small, poorly fitted or top-dose-only effect, or effect the other way, or a change in a side signal; inactive = no such curve, though single readings can be large or run the other way; the % refers to the polarisation; note: potency is the fitted concentration of half-maximal effect; % is set by controls: 0 for no effect and ±100 for the full control effect
# HP1b binding inh = HP1-beta chromodomain-methylated histone interaction inhibition. Potency, µM (titrated, usually from 114 µM), for the others: at the highest dose activity change, negative = inhibition, most hits filed as inhibitors. P83916. AID 540317. AlphaScreen HP1-beta / biotin-H3K9me3 peptide binding. 390,000 compounds, 0.56% hits; note: potency is the fitted concentration of half-maximal effect; nearly all actives have a fitted effect of over 70% in size; inactives centre near 23
#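 HP1-beta protein (50 nM final) preincubated 30 min at room temperature with biotinylated H3(1-18)K9me3 peptide (50 nM) in PBS pH 7.4, 0.01% Tween-20, then compound added for 30 min. AlphaScreen streptavidin donor/nickel chelate acceptor beads (10 ug/mL final), 30 min dark, luminescence read.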
# JMJD2A Tudor = JMJD2A Tudor domain (human) inhibition | O75164 | AlphaScreen JMJD2A-Tudor / H3K4me3 peptide binding | Potency, µM (series often up to 114 µM), for the others: at the highest dose activity change, negative = inhibition, usual class: inhibitors | 390,000 compounds, 4.4% hits; note: potency is the fitted concentration of half-maximal effect; % is set by controls: 0 for no effect and ±100 for the full control effect; nearly all actives have a fitted effect of over 50% in size
# Target sequence (O75164 whole entry, looked up, the tested form may be a part): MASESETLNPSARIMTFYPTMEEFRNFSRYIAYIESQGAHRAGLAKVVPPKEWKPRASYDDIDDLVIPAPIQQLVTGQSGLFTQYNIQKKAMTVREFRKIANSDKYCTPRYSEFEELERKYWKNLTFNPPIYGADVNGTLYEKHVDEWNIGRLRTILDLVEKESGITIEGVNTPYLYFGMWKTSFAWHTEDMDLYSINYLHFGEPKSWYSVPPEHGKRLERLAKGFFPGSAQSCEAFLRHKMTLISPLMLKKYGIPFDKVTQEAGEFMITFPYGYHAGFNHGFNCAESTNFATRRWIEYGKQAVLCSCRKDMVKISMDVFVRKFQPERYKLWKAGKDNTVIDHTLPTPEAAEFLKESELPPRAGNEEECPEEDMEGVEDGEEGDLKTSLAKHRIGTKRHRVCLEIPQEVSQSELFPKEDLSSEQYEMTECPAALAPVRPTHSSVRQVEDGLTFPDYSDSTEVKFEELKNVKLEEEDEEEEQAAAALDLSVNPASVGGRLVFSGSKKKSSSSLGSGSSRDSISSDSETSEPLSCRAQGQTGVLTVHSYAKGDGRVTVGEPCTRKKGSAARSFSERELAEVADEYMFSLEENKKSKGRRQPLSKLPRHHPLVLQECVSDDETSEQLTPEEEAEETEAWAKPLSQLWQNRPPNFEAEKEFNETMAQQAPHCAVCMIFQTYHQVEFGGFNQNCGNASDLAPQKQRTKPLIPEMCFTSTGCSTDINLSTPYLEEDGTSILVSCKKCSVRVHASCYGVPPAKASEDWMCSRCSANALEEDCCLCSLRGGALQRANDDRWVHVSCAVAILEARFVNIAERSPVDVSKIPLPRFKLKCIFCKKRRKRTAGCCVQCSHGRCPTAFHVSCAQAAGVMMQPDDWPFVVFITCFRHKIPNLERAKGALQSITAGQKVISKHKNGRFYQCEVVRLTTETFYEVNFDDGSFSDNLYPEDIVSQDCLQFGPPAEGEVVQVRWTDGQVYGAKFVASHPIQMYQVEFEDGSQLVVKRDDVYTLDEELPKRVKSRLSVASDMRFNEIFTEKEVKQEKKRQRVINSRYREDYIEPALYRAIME
# GLS inh = blocks human kidney-isoform glutaminase activity; O94925; GLS enzymatic activity, qHTS titration; Potency, µM (titrated, usually from 45.5 µM), for the others: top-dose activity change, negative = inhibition, usual class: inhibitors; 410,000 compounds, 0.21% hits; note: potency is the fitted concentration of half-maximal effect; % is set by controls: 0 for no effect and ±100 for the full control effect
#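 Glutamate formation by hKGA was monitored fluorometrically using coupled glutamate oxidase, HRP and Amplex Red. Substrate was added as 1 mM L-glutamine solution; incubation was 30 min at RT after an initial read.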
# G9a inh = G9a (human) methyltransferase inhibition; Q96KQ7; G9a H3K9 monomethylation, AlphaScreen, 2 h; Potency, µM (series often up to 102 µM), for inactives: at the highest dose activity, negative = inhibition, actives largely listed as inhibitors; 350,000 compounds, 8.8% hits; AID 504332; note: potency is the fitted concentration of half-maximal effect; % is set by controls: 0 for no effect and ±100 for the full control effect; nearly all actives have a fitted effect of over 75% in size
#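 G9a (20 nM) was preincubated 15 min with compound, then reacted 2 h at room temperature with 500 nM biotin-H3K9 peptide and 20 µM SAM. Monomethyl-H3K9 detected by AlphaScreen using anti-H3K9me1 antibody.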
# Starred values were filed as active, the others as inactive; i = inactive; ? = inconclusive; nt = no result given; [ ] = dose if it differs, or a comment. Unless noted, calls come from the whole dose curve; as a rule, active = well fitted curve in the direction sought with a large enough effect; inconclusive = small, poorly fitted or top-dose-only effect, or another doubt; inactive = no such curve, though single readings can be large; an effect the other way counts as inactive or inconclusive.
PI4K2A inh,BAZ2B block,Tb PGK inh,POLH inh,Pin1 inhibitor,HP1b binding inh,JMJD2A Tudor,GLS inh,G9a inh,smiles
0,2%,nt,-7%,-2%,23%,-23%,2%,-5%[59 µM],N#CC1=C(N)Oc2n[nH]c(CSc3ccccc3)c2C12C(=O)Nc1ccccc12 (centres undefined)
-5,-3%,i,0%,2%,29%,-6%,-4%,3%[59 µM],COc1ccc2oc(-c3ccc(C)c(NC(=O)Cc4ccc(Cl)cc4)c3)nc2c1
4,-20%,0%,-13%,-5%,36%,-14%,11%,20%[59 µM],COCC(=O)N(Cc1cc2ccc(C)c(C)c2n2nnnc12)C1CCCC1
-3,4%,i,-8%,3%,37%,5%,-2%,nt,CC(N=C1NC(C)(C)Cc2ccccc21)C(=O)O (centres undefined)
1,15%,-4%,-15%,-1%,24%,-8%,-7%,nt,O=Cc1c(NCCN2CCOCC2)c2ccccc2[nH]c1=O
-2,-11%,i,-23%,-1%,42%[activator],-3%,-8%,-12%,Cc1ccc(NC(=O)CCC(=O)NNS(=O)(=O)c2ccc(Cl)cc2)cc1C
-7,8%,-5%,-6%,?,50%[activator],1%[11.4 µM],-5%,-5%[12.7 µM],COc1ccc(NC(=O)c2nc3nccc(C)n3n2)cn1
1,-9%,2%,?,0%,19%,-4%,-1%,-6%,O=C1Nc2cccnc2N(C(=O)CCl)c2ccccc21
-1,-4%,-9%,-4%,2%,47%,-8%,-13%,10%,CCn1c(-c2ccc(C)cc2)nn(CC(=O)NCCc2ccccc2)c1=S
-1,3%,1%,-10%,-3%,25%,-4%,-3%,66%[activator],O=C(NCCCCc1ccccc1)c1ccc(Br)cc1
2,-5%,-9%,-11%,-6%,37%,-15%,-4%,nt,Cc1ccc(NC(=O)Nc2cnccn2)cc1C
-1,-16%,0%,-16%,6%,57%[activator],-8%,10%,-10%,CC(C)N(CCNC(=O)c1cn(C)c2ccc(S(=O)(=O)N(C)C)cc2c1=O)Cc1ccccc1
-7,11%,3%,0%,-2%,35%,-12%,7%,-17%[59 µM],CCC(CCC(=O)Nc1cccc(C(=O)O)c1)C(=O)O (centres undefined)
4,-1%,1%,-15%,0%,-25%,-31%,11%,-49%,O=C(O)c1nn(CC(=O)N2CCN(c3ccccc3)CC2)c(=O)c2ccccc12
9,-2%,1%,-12%,9%,14%,1%,6%,8%[59 µM],C=CCNC(=O)c1nn2cccnc2c1Cl
3,-21%,2%,-4%,-1%,11%,-19%,3%,3%[12.7 µM],COc1cc(-c2nnc(COc3ccc4ccccc4c3)o2)cc(OC)c1OC
3,-10%,-6%,-7%,-5%,30%,-29%,-8%,-32%[59 µM],CCc1ccc(NC(=O)N2CC(C)Oc3ccc(C)cc32)cc1 (centres undefined)
2,-28%,-5%,-9%,-1%,18%,-23%,-10%,-14%,O=C(Nc1cccnc1)c1ccccc1NS(=O)(=O)c1ccc(F)cc1
-1,-4%,6%,-25%,62%[activator],49%[activator],1%,-1%,14%[59 µM],CC(C)CCN(Cc1ccco1)C(=O)c1cc2c(Cl)nc3ccccc3c2s1
4,nt,-5%,-14%,-5%,18%,-12%,-2%,nt,CSc1nc(N)nc2c1ncn2CC(=O)NCC(c1ccccc1)c1ccccc1
0,12%,-6%,-6%,1%,66%[activator],47%[activator],nt,86%[activator],C/C(=N\OC(=O)NC1CCCCC1)c1sc(-c2ccccc2)nc1C
1,2%,-3%,-17%,-2%,7%,-4%,3%,-3%[59 µM],CC(=O)OCCNC(=O)c1cc2ccccc2oc1=O
-1,28µM*,-1%,-26%,-7%,30%,56µM*,-5%,9%,COc1ccc(C(NC(C)=O)c2cc(Cl)c3cccnc3c2O)cc1OC (centres undefined)
4,-5%,-6%,-4%,6%,13%,-10%,0%,nt,CCOc1cccc2sc(NC(=O)CCS(=O)(=O)c3ccccc3)nc12
5,-37%,-8%,-19%,24%,36%,-5%,-7%,-28%,COCC1CCN(Cc2nc(-c3ccc4c(c3)OCO4)no2)C1 (centres undefined)

# Record cards, as listed above. Screens in order: PI4K2A inh, BAZ2B block, Tb PGK inh, POLH inh, Pin1 inhibitor, HP1b binding inh, JMJD2A Tudor, GLS inh, G9a inh
# Profile of CC(C)N(CCNC(=O)c1cn(C)c2ccc(S(=O)(=O)N(C)C)cc2c1=O)Cc1ccccc1 → -1, -16%, 0%, -16%, 6%, 57%[activator], -8%, 10%, -10%
# Profile of COc1ccc(NC(=O)c2nc3nccc(C)n3n2)cn1 → -7, 8%, -5%, -6%, ?, 50%[activator], 1%[11.4 µM], -5%, -5%[12.7 µM]

# Additional results follow.
PI4K2A inh,BAZ2B block,Tb PGK inh,POLH inh,Pin1 inhibitor,HP1b binding inh,JMJD2A Tudor,GLS inh,G9a inh,smiles
-3,-14%,-3%,-3%,10%,8%,-27%,-12%,-8%[59 µM],Cc1ccc(C)c(N2CCN(C(=O)CCS(=O)(=O)c3cc(Br)cc4c3N(C(=O)C3CC3)CC4)CC2)c1
-3,63µM*,nt,-15%,-1%,?,45µM*,-3%,40µM*,Cc1csc(=Nc2ccccc2)n1Cc1ccco1
1,-2%,7%,-17%,0%,17%,-9%,-3%,4%[59 µM],Cc1cc(Cl)ccc1OCc1nc(-c2ccc(-n3cccc3)cc2)no1
2,?,-2%,-15%,-2%,-3%,?,8%,13%[59 µM],O=C(NC(Cc1c[nH]c2ccccc12)C(=O)Nc1ccc(F)cc1)c1cccs1 (centres undefined)
-3,-7%,-10%,-6%,-3%,7%,-25%,6%,1%,COc1ccccc1CO/N=C/c1cccn1-c1nccc(N(C)C)c1C#N
-4,-30%,-2%,-6%,-6%,50%[activator],-11%,-3%,-21%,O=C(Nc1cccc(F)c1)C1CCCN1C(=O)OCc1ccccc1 (centres undefined)
2,nt,-2%,-7%,nt,nt,nt,-1%,nt,C[C@H](CO)N1C[C@H](C)[C@@H](CN(C)CC2CCOCC2)Oc2cc(C#Cc3ccccc3F)ccc2S1(=O)=O
-2,3%,-6%,-24%,-1%,17%,-17%,8%,24%[59 µM],CC(=O)[C@H]1[C@H](CCc2ccccc2)NC(=O)N(Cc2ccccc2)[C@@H]1C
1,-11%,i,-19%,0%,2%,-14%,-18%,5%,CS(=O)(=O)N1CCN(c2ccc([N+](=O)[O-])cc2C(F)(F)F)CC1
-4,-2%,-2%,3%,0%,35%,5%,?,19%,CSc1ncc(C(=O)Nc2cc(C)ccc2C)c(C)n1
-1,-16%,8%,-24%,-2%,6%,-20%,7%,nt,CCCN(CC(=O)Nc1ccccc1C)C(=O)c1ccc(-c2ccccc2)cc1
8,-34%,-4%,-13%,-2%,33%[activator],-16%,72%[activator],-2%[59 µM],Cc1noc(C)c1S(=O)(=O)NCCN1CCN(c2ccccc2)CC1
-2,nt,-1%,?,-1%,25%,-5%,-2%,nt,Cn1c(SCC(=O)Nc2sccc2C#N)nnc1C1CC1
0,10%,i,-8%,-4%,-7%,-13%,-5%,21%,CCOc1ccc(S(=O)(=O)N2CCC(C(=O)NCCc3ccccc3)CC2)cc1
5,-10%,-4%,-8%,2%,20%,-19%,-13%,22%[59 µM],CC(=O)Oc1ccc(-c2cccc(C(=O)OCC(=O)N(C)c3ccccc3)c2)cc1
-4,6%,2%,-13%,1%,27%,-4%,10%,19%,O=C1C2C3C=CC(C3)C2C(=O)N1c1ccc2c(c1)CCC2 (centres undefined)
1,-8%,10%,-11%,-4%,31%,-8%,-14%,-37%[59 µM],Cc1cc(C)nc(-n2nc(C)c3c2N(C)C(=O)CC3c2ccc(Cl)cc2)n1 (centres undefined)
2,-19%,i,-17%,-5%,18%,-14%,-5%,5%[12.7 µM],COc1ccc(C)cc1S(=O)(=O)Nc1cccc(SC)c1
-1,-6%,i,?,15%,7%,-35%,-27%,-2%[59 µM],COc1ccc(-c2csc(NC(=S)NC(=O)/C=C/c3ccco3)n2)cc1OC
-4,-1%,-10%,-14%,-5%,32%,-10%,2%,23%[59 µM],O=C(c1ccc(N2CCOCC2)cc1)c1cccs1
-1,?,-2%,-9%,4%,22%,50µM*,-2%,32µM*,COc1ccc(OCC(=O)OCCNC(=O)c2cccnc2)cc1
5,-13%,-5%,-4%,-11%,30%,-24%,-8%,-3%[0.0925 µM],O=C(COc1ccc(Cl)cc1)Nc1ccc2c(c1)nc1n2CCOC1
15,-10%,4%,-3%,36%[activator],29%,-8%,-9%,-29%[59 µM],COc1ccc(-n2c(SCC(=O)NCc3ccc(Cl)cc3)nc3ccsc3c2=O)cc1
7,1%,-8%,0%,8%,42%,-12%,-3%,-4%[59 µM],CC(=O)c1ccc(Oc2cc(C)nc(-n3nc(C)cc3C)n2)cc1
4,-2%[57.1 µM],-2%,-14%,11%,25%,-10%,7%,-3%[59 µM],COc1cccc(C2C(C(=O)Nc3ccc(C)cc3C)=C(C)Nc3c(C(=O)Nc4cccc(C)c4)cnn32)c1OC (centres undefined)
-8,?,-6%,-9%,-6%,-6%,?,0%,-14%,CCOC(=O)CSc1ccc(S(=O)(=O)N2CCCCC2)cc1[N+](=O)[O-]
-5,56µM*,-22%,45µM*,?,?,-15%[11.4 µM],-19%,40µM*,CC(=O)c1ccc(NC(=O)c2noc3c2CCC3)cc1
-4,-1%,i,-16%,2%,21%,-20%[57.1 µM],17%,7%,O=C1CC(c2c[nH]c3ccccc23)C(=O)N1 (centres undefined)
-4,-38%,-3%,-2%,-1%,7%,6.3µM*,-6%,0.35µM*,Cc1cc(-c2n[nH]c(=S)n2/N=C/c2cccs2)n[nH]1
2,-11%,-3%,-17%,7%,20%,-20%,0%,3%,COc1cc(/C(C)=N/N2CCOCC2)cc(OC)c1OC
-3,8%,1%,-12%,19%,-1%,-13%,19%,9%,Cc1ccc(CNC(=O)C2CCCN(C(=O)Nc3ccc(F)cc3)C2)cc1 (centres undefined)

# Not all compounds are listed; count on the stated rates, not on these rows.
